Screening results deposited in PubChem by National Center for Advancing Translational Sciences (NCATS).
GLP-1R inv ag: qHTS of GLP-1 Receptor Inverse Agonists (Inhibition Mode); Potency, µM (titrated, usually from 38.3 µM), for inactives: at the top dose activity change, negative = inhibition, hits mostly inhibitors; actives 1.6% (n = 410,000); AID 624417, 2012; Glucagon-like peptide 1 receptor (Homo sapiens), P43220; HEK293 GLP-1R CRE-luciferase, luminescence, 24 h; GLP-1R form is constitutively active; further: on the % scale 0 is the no-effect control and ±100 the full control effect; nearly all actives have a fitted effect of over 55% in size
Target sequence (P43220 whole entry, looked up): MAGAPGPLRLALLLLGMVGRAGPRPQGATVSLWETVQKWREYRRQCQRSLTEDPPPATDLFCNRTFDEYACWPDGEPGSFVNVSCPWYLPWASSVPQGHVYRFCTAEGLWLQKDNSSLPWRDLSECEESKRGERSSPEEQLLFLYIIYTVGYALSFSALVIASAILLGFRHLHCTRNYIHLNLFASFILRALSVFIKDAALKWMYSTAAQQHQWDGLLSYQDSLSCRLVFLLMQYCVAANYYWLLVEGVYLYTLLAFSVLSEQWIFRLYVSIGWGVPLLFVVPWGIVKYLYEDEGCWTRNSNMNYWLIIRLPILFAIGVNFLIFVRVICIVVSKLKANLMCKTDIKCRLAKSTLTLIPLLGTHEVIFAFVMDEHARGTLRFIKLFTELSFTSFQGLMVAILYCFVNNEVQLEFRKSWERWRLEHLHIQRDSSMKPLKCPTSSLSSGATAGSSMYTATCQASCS
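qHTS in 1536-well format: reporter HEK293 cells expressing constitutive GLP-1R activity in DMEM + 10% Nu serum, 24 hr with compounds at 37 deg C, luminescence read after 12 min with detection reagent.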
SW480 rerep: A quantitative high throughput screen for small molecules that induce DNA re-replication in SW480 colon adenocarcinoma cells. SW480 DNA re-replication, Hoechst DNA content imaging, 48 h. Potency, µM (highest dose often 46.1 µM), for the others: at the top dose re-replication activation, most hits filed as activators. actives 1.8% (n = 340,000). AID 624297, 2012; further: % of control where 0% means no effect; nearly all actives have a fitted effect of over 55% in size
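Compounds, transferred as 23 nL by pin tool, were incubated with cells for 48 hr; DNA content per nucleus was then quantified by Hoechst staining and fluorescence plate imaging.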
TDP43 rescue: qHTS of TDP-43 Inhibitors. TDP-43 expressing yeast growth rescue, BacTiter-Glo, 24 h. Potency, µM (doses to about 46.1 µM), without a hit: at the top dose growth rescue (activation), most hits filed as activators. actives 1.8% (n = 410,000); further: % of control where 0% means no effect; nearly all actives have a fitted effect of over 50% in size
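Readout is BacTiter-Glo luminescence of cell growth, so inhibitors register as activators. TDP-43-expressing yeast at OD600=0.02 in galactose medium, after raffinose pregrowth to mid-log, were incubated with compound for 24 hr at 30 deg C.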
KB-3-1 tox: qHTS assay for MDR1-selective chemotherapeutics: Primary screen using the parental adenocarcinoma cell KB-3-1. Potency, µM (series often up to 46.1 µM), for the others: at the top dose activity change, negative = cytotoxic, hits mostly cytotoxic. actives 1.4% (n = 400,000). AID 1347075, 2019. KB-3-1 viability, CellTiter-Glo ATP luminescence, 72 h; further: on the % scale 0 is the no-effect control and ±100 the full control effect; nearly all actives have a fitted effect of over 60% in size
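Parental KB-3-1 viability, qHTS format: 72 h compound exposure, 37 °C; CellTiter-Glo; media-only wells and DMSO plates as controls; concentration-effect fits on corrected data.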
GLP1R cytotox: qHTS of GLP-1 Receptor Inverse Agonists: Cytotox Screen. HEK293 cAMP-luciferase reporter cells, luminescence, 24 h. actives 0.13% (n = 410,000). Potency, µM (doses to about 38.3 µM), for inactives: at the highest dose activity change, negative = inhibition, hits mostly inhibitors;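 further: loss of luciferase light is scored as toxicity; on the % scale 0 is the no-effect control and ±100 the full control effect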
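1536-well qHTS counterscreen of the MLSMR; 200 cells/uL, 12 h pre-incubation, 23 nL cpd, 24 h at 37 deg C 5% CO2, luciferase detection reagent, 12 min RT, luminescence. Inhibition = undesired.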
KB-V1 cytotox: qHTS assay for MDR1-selective chemotherapeutics: Primary screen using the drug-selected MDR subline cells KB-V1 | AID 1347076, 2019 | Potency, µM (series often up to 46.1 µM), for inactives: at the highest dose activity change, negative = cytotoxicity, most hits filed as cytotoxic | KB-V1 MDR cells viability, CellTiter-Glo, 72 h | actives 3.4% (n = 400,000); further: on the % scale 0 is the no-effect control and ±100 the full control effect; nearly all actives have a fitted effect of over 60% in size
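Cells of the MDR subline KB-V1 are plated, dosed with compound at multiple concentrations, and incubated 72 h at 37 degrees C; CellTiter-Glo is then added and luminescence read after 10 min.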
GLP1R ag: qHTS of GLP-1 Receptor Agonists; Glucagon-like peptide 1 receptor (Homo sapiens), P43220; HEK293 GLP-1R CRE-luciferase, luminescence, 4-6 h; cells express a hypersensitive GLP-1R form; Potency, µM (highest dose often 45.6 µM), for the others: at the highest dose activation, most hits filed as activators; actives 0.007% (n = 380,000); further: % of control where 0% means no effect
HT1080 IDH1KD tx: qHTS for induction of synthetic lethality in tumor cells producing 2HG: qHTS for the HT-1080-IDH1KD cell line; Potency, µM (highest dose often 46.1 µM), for the others: at the highest dose activity, negative = toxicity, hits mostly cytotoxic; actives 2% (n = 360,000); HT-1080 IDH1 knockdown viability, ATP luminescence, 48 h;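 further: 0% = DMSO wells and -100% = cell-free medium wells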
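CellTiter-Glo luminescence after 48 h compound exposure at 37 degrees C of IDH1-knockdown HT-1080 cells in 5% FBS RPMI. %Activity scaled between DMSO wells and cell-free media wells, with curves fitted and assigned curve classes.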
HT1080NT lethal: qHTS for induction of synthetic lethality in tumor cells producing 2HG: qHTS for the HT-1080-NT fibrosarcoma cell line | HT-1080-NT fibrosarcoma viability, CellTiter-Glo ATP luminescence, 48 h | Potency, µM (titrated, usually from 46.1 µM), without a hit: at the highest dose activity, negative = less viability, most hits filed as cytotoxic | actives 1.6% (n = 360,000);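 further: NT is the 2HG producing partner of a matched IDH1 knockdown line; 0% = DMSO-treated cells and -100% = media-only wells without cells; nearly all actives have a fitted effect of over 55% in size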
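Viability of the 2HG-overproducing fibrosarcoma line after 48 hours of compound exposure at 37 degrees C was determined by luminescence with CellTiter-Glo, and concentration-effect curves were then fitted and categorized.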
Starred values were filed as active, the others as inactive; ? = inconclusive; nt = no result given; [ ] = remark or other dose. The call rests on the fitted dose curve; in most records, active means well fitted curve in the direction sought with a large enough effect; inconclusive means small, poorly fitted or top-dose-only effect, or another doubt; inactive means no such curve, though single readings can be large; an effect the other way counts as inactive or inconclusive. Potency means the concentration at half of the fitted maximal effect.

molecule	TDP43 rescue	HT1080 IDH1KD tx	GLP1R cytotox	KB-V1 cytotox	SW480 rerep	GLP-1R inv ag	KB-3-1 tox	GLP1R ag	HT1080NT lethal
O=C(NC(=S)NC1CCN(Cc2ccccc2)CC1)c1ccc(F)cc1	6.3%	0.2%	?	-13.6%	-4.6%	?	9.2%	17.7%	-2.1%
Cc1ccc(S(=O)(=O)CCC(=O)Oc2ccc(-c3nnco3)cc2)cc1	16.2%	5.2%	-0.7%	5.0%	-96.9%[inhibitor]	19.2%	14.6%	1.2%	8.0%
Cc1ccc(N2C(=O)c3n[nH]c(C)c3C2c2ccccn2)cc1 (stereo not given)	5.2%	0.3%	25.2%	?	-6.6%	-0.4%	1.7%	0.1%	-4.7%
CS(=O)(=O)N(Cc1ccco1)CC(O)Cn1c2ccccc2c2ccccc21 (stereo not given)	25.9%	-11.0%	-23.5%	-5.8%	-1.4%	?	-3.3%	-2.2%	-2.9%
CS(=O)(=O)c1ccc(NC(=O)c2cccc(-n3cnnn3)c2)cc1	-0.3%	4.1%	-11.6%	0.0%	8.5%	7.1%	19.4%	0.9%	5.8%
CC(=O)c1cccc(NC(=O)Nc2ccc(C(=O)N3CCOCC3)cc2)c1	4.2%	-2.7%	3.1%	-28.2%	-4.0%	?	-15.4%	-14.9%	-4.1%
NCCN1CCN(S(=O)(=O)c2ccc([N+](=O)[O-])cc2)C=C1c1ccc(Cl)cc1	24.9%	-2.7%	-0.4%	0.0%	-10.1%	-5.1%	6.2%	-2.2%	18.2%
Cc1ccc(CNC(=O)Cc2ccc(-n3cccc3)cc2)cc1	14.7%	4.61µM*	-28.4%	2.31µM*	4.11µM*	?	7.31µM*	-7.8%	?
Cc1oc(-c2ccccc2Cl)nc1CN1CCCCC1CO (stereo not given)	8.6%	13.8%	6.1%	-4.7%	-3.8%	-5.6%	2.4%	-1.1%	11.8%
COc1ccc(CCN2CC(C(=O)N3CCC(O)(c4ccccc4)CC3)CCC2=O)cc1 (stereo not given)	8.3%	-2.1%	16.2%	nt	-5.7%	8.4%	nt	-2.1%	0.7%
CCn1c(=O)cc(OCC(=O)O)c2ccccc21	10.4%	8.4%	-6.3%	?	-3.8%[9.22 µM]	6.8%	27.0%	-4.1%	9.8%
CCC(=O)Nc1cccc(C(=O)OCC(=O)c2ccccc2Cl)c1	-2.1%	-4.2%	2.0%	0.0%	-0.3%	20.5%	3.5%	1.5%	12.7%
Cc1occc1C(=O)NC1CCCN(Cc2ccc(Cl)cc2)C1 (stereo not given)	3.8%	4.0%	-8.3%	?	-8.9%	?	-3.3%	1.8%	-0.4%
Fc1ccc(-c2csc(N3CCOCC3)n2)cc1	-2.3%	14.5%	14.5%	?	-5.4%	22.4%	?	10.5%	17.0%
COc1ccc(CN(C)C(=O)Cc2c[nH]c3ccccc23)cc1	23.8%	-1.6%	-6.9%	12.5%	-0.6%	-17.1%	14.3%	17.8%	-1.5%
COc1cnc(-c2ccccc2)nc1OC	-8.6%[0.397 µM]	2.5%	9.5%	?	-12.3%	118.2%[activator]	?	12.3%	-6.2%
CCCOc1ccc(C(=O)ON=C2CCN(C)CC2)cc1	?	14.4%	4.2%	-0.7%	3.8%	8.8%	-5.6%	-2.9%	2.5%
O=C(NC1CCS(=O)(=O)C1)c1cnccn1 (stereo not given)	9.6%	0.2%	-4.1%	5.0%	-9.6%	3.0%	-7.1%	-1.4%	-1.0%
NC(=O)c1nsc(C(=O)N(c2ccc(F)cc2)C(C(=O)NC2CCCC2)c2ccncc2)c1N (stereo not given)	-5.8%	-11.8%	14.2%	-11.2%	-1.1%	23.1%	15.0%	1.3%	-24.8%
CCNc1nc(NCC)n2c(SCc3nc4ccccc4c(=O)[nH]3)nnc2n1	-10.5%	16.3%	1.5%	7.0%	-5.7%	-12.3%	-0.6%	-3.8%	20.6%
FC(F)(F)c1nnc2ccc(N3CCOCC3)nn12	3.5%	-0.5%	-2.8%	-0.5%	-9.3%	20.7%	-12.4%	4.0%	-0.9%
C=C(C)CN1C(=O)C(=O)N(CC(=C)C)C1=O	-5.6%	11.9%	-4.8%	4.7%	-45.8%[inhibitor]	6.2%	-2.1%	-0.8%	11.5%
COc1cc(CNC(=O)C2CCCC2)cc(OC)c1OC	6.7%	9.7%	-2.9%	4.0%	-4.6%	19.0%	1.6%	1.8%	6.8%
CC(C)CC(=O)NC(=S)Nc1cccc(NC(=O)c2ccccc2Cl)c1	0.6%	-11.0%	3.3%	0.0%	3.1%	0.0%	0.7%	1.1%	-7.5%
CC1CN(C(=O)CCC(=O)N2CCCCC2)c2ccccc2O1 (stereo not given)	-8.9%	5.8%	15.2%	-4.7%	-0.4%	-20.0%	-12.2%	2.0%	-14.1%

Overlap with the part before: three entries; new compounds follow.
molecule	TDP43 rescue	HT1080 IDH1KD tx	GLP1R cytotox	KB-V1 cytotox	SW480 rerep	GLP-1R inv ag	KB-3-1 tox	GLP1R ag	HT1080NT lethal
COc1cc(CNC(=O)C2CCCC2)cc(OC)c1OC	6.7%	9.7%	-2.9%	4.0%	-4.6%	19.0%	1.6%	1.8%	6.8%
CC(C)CC(=O)NC(=S)Nc1cccc(NC(=O)c2ccccc2Cl)c1	0.6%	-11.0%	3.3%	0.0%	3.1%	0.0%	0.7%	1.1%	-7.5%
CC1CN(C(=O)CCC(=O)N2CCCCC2)c2ccccc2O1 (stereo not given)	-8.9%	5.8%	15.2%	-4.7%	-0.4%	-20.0%	-12.2%	2.0%	-14.1%
Fc1ccc(C(Nc2ccc(Cl)c(C(F)(F)F)c2)c2nnc(-c3ccccc3)o2)cc1 (stereo not given)	-0.8%	nt	7.4%	-19.6%	nt	?	-5.2%	nt	nt
CC(C)C[C@@H]1Cc2[nH]c(=S)[nH]c(=O)c2[C@H](C)O1	6.7%	2.2%	5.8%	?	nt	9.3%	?	1.8%	6.5%
CC(=O)N/C(=C\c1ccc(F)cc1)C(=O)NC(Cc1c[nH]c2ccccc12)C(=O)O (stereo not given)	4.2%	9.8%	5.3%	0.0%	-7.3%	8.9%	7.8%	-0.5%	11.3%
CCc1ccc(NC(=O)NCCN2CCc3ccccc3C2)cc1	9.6%	-26.2%	-25.8%	-2.4%	6.7%	?	-2.0%	13.2%	?
C/C(=N\NC(=S)Nc1ccc(C)cc1)c1cccc(N)c1	6.4%	0.0%	4.47µM*	-14.1%	-1.3%	?	0.0%	10.4%	-2.0%
Cc1c(NC(=O)COc2ccc3ccccc3c2)c(=O)n(-c2ccccc2)n1C	-22.4%	-2.3%	14.0%	-4.2%	-2.8%	-9.6%	-3.1%	6.1%	-13.3%
COc1ccc(CCC(=O)N2CCN(S(=O)(=O)c3ccc(OC(F)(F)F)cc3)CC2)cc1	21.9%	7.9%	-21.2%	16.4µM*	-0.6%	-31.8%	-15.9%	-8.9%	0.0%
O=C(O)C1=CCCc2ccc(F)cc21	25.2%	3.7%	-1.4%	3.3%	-11.0%	0.9%	-1.5%	0.0%	-2.0%
Cc1ccc(C2C(=O)N(C3CCCC3)CC(=O)N2CC2COc3ccccc3O2)cc1 (stereo not given)	-18.8%	1.4%	-13.1%	-1.3%	0.0%	-6.6%	-21.4%	-6.2%	6.1%
Cc1cc(N2CCN(C(=O)c3[nH]c(C(F)(F)F)nc3-c3ccccc3)CC2)c2ccccc2n1	-13.1%	?	?	?	nt	?	?	-0.8%	?
Cc1cccc(CN2CCc3c(OCC(=O)N4CCCc5ccccc54)cccc3C2=O)c1	1.6%	?	0.0%	?	18.7%	?	16.4µM*	13.0%	?
Cc1cccn2c(=O)c3cc(C(=O)NCCc4ccccc4)sc3nc12	-8.7%	0.5%	25.5%	2.8%	?	63.7%[activator]	-5.2%	4.5%	-1.4%
O=C(Nc1cccc(Cl)c1)N1CC2CCCN2c2ccccc21 (stereo not given)	?	nt	14.5%	-9.5%	nt	?	-8.4%	nt	nt
COc1cccc(NC(=O)Nc2ccc3c(c2)N(C)C(=O)c2ccccc2S3)c1	-4.0%	nt	?	-27.0%	nt	?	-10.8%	nt	nt
COc1ccc(-c2csc3ncnc(N4CCN(S(=O)(=O)c5cccc(C(F)(F)F)c5)CC4)c23)cc1	0.0%	3.9%	-7.2%	-0.7%	1.2%	16.5%	-9.3%	-1.4%	4.7%

Of the compounds above, these have a COOH group:
molecule	TDP43 rescue	HT1080 IDH1KD tx	GLP1R cytotox	KB-V1 cytotox	SW480 rerep	GLP-1R inv ag	KB-3-1 tox	GLP1R ag	HT1080NT lethal
CCn1c(=O)cc(OCC(=O)O)c2ccccc21	10.4%	8.4%	-6.3%	?	-3.8%[9.22 µM]	6.8%	27.0%	-4.1%	9.8%
CC(=O)N/C(=C\c1ccc(F)cc1)C(=O)NC(Cc1c[nH]c2ccccc12)C(=O)O (stereo not given)	4.2%	9.8%	5.3%	0.0%	-7.3%	8.9%	7.8%	-0.5%	11.3%
O=C(O)C1=CCCc2ccc(F)cc21	25.2%	3.7%	-1.4%	3.3%	-11.0%	0.9%	-1.5%	0.0%	-2.0%
